HTR2A ag: agonists of mouse serotonin 5-HT2A receptor (HTR2A); activation, % at 7.6 µM; AID 624169; P35363; CHO-K1 mHTR2A beta-arrestin complementation, luminescence; percent of 30 µM serotonin response; hit rate 0.66% among 360,000;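 active means activation above a run cutoff, the mean activation of all tested compounds plus 3 SD, cut at about 14% in these data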;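 further: 0% = plate median of compound wells and 100% = 30 µM serotonin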
Target sequence (P35363 whole entry, looked up): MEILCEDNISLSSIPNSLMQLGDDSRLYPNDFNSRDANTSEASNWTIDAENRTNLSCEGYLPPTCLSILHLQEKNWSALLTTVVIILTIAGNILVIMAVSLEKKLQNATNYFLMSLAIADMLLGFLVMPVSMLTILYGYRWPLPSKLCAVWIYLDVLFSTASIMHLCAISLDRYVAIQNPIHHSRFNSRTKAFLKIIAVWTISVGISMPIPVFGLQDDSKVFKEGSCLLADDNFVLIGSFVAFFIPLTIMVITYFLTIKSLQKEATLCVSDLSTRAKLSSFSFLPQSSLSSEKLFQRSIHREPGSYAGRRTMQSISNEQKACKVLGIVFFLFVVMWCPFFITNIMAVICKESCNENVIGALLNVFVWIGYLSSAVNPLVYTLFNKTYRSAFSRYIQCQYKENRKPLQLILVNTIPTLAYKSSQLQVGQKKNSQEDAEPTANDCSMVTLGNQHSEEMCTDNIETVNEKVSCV
N-glyco inh: blocks N-linked glycosylation in D54 reporter cells. hit rate 0.23% among 360,000. D54 ERlucT glycosylation luciferase reporter, 24 h; percent of 100 nM tunicamycin response. reporter increase, % at 12.5 µM. AID 588692;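 active means mean luciferase reporter signal, scaled so untreated is 0 and the glycosylation-blocking control 100, at or above a set limit in every replicate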;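 further: luciferase carries N-glycosylation sites so blocking glycosylation raises the light; 0% = median of neutral control wells and 100% = median of 100 nM tunicamycin wells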
MC4R ag barr: activates human MC4R beta-arrestin recruitment; P32245; U2OS MC4R beta-arrestin complementation, luminescence; percent of melanotan II response, DMSO zero; activation, % at 8.9 µM; hit rate 0.98% among 360,000; AID 540308;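 active means activation above a per-plate cutoff, the mean activation of sample wells on that plate plus 3 SD, cut at about 8% in these data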
ABHD5 PLIN5 PPI: blocks binding of human ABHD5 to perilipin-5. Split G. princeps luciferase complementation, luminescence, 4 h. inhibition, % at 4 µM. hit rate 0.78% among 360,000. AID 602281;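 active means inhibition above the mean inhibition across every tested compound plus 3 SD, cut at about 22% in these data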;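 further: 0% = DMSO only wells and the 100% control is not disclosed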
ABCB6 inh MLPCN: blocks the human ABCB6 transporter; Q9NP58; K562-ABCB6 porphyrin accumulation, flow cytometry, 1 h; hits give low values; fluorescence ratio to DMSO, % at 10 µM; hit rate 0.19% among 360,000;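 active means fluorescence ratio to DMSO below 75%, the collection mean minus 3 SD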;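 further: signal is porphyrin accumulated inside mitochondria; 100% equals median channel fluorescence of DMSO control wells; lower ratio means ABCB6 inhibition with less porphyrin fluorescence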
H9c2 protect: myocardial damage modulation in H9c2 cells. H9c2 cardiomyocytes, H2O2 injury protection, ATPLite, 2 h. protection from H2O2 cell death, % at 20 µM. hit rate 0.63% among 360,000. AID 588492;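 active means compounds giving at least 50% protection of heart cells from peroxide-induced death in the single-dose screen, raw or plate-pattern-corrected value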;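 further: 0% = DMSO wells with peroxide and 100% = DMSO wells without peroxide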
MC4R antag cAMP: antagonists of human melanocortin 4 receptor (MC4R); P32245; MC4R-expressing cells, MTII-stimulated cAMP, LANCE TR-FRET; inhibition, % at 6.5 µM; hit rate 0.48% among 360,000; AID 540295;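 active means inhibition above its plate's cutoff, the mean of tested wells on that plate plus 3 SD, cut at about 29% in these data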;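 further: 0% = Melanotan II alone and 100% = Melanotan II plus saturating MCL0020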
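Material – human MC4R-expressing U2OS cells · Repeats – no replicates · Detection – TR-FRET with Eu-cAMP and labeled anti-cAMP, 671 nm · Times – compound 30 min, challenge 1 h, detection 1 h · Compound – single nominal compound dose of 6.5 µM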
PDI turbidity: inhibitors of human protein disulfide isomerase | P07237 | PDI insulin aggregation turbidity, A650, 90 min | inhibition, % at 10 µM | hit rate 0.052% among 350,000;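 active means mean inhibition across replicates of 30% or more, whatever share of single replicates reach that level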;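 further: absorbance from insulin aggregation driven by PDI reduction with DTT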
Target sequence (P07237 whole entry, looked up): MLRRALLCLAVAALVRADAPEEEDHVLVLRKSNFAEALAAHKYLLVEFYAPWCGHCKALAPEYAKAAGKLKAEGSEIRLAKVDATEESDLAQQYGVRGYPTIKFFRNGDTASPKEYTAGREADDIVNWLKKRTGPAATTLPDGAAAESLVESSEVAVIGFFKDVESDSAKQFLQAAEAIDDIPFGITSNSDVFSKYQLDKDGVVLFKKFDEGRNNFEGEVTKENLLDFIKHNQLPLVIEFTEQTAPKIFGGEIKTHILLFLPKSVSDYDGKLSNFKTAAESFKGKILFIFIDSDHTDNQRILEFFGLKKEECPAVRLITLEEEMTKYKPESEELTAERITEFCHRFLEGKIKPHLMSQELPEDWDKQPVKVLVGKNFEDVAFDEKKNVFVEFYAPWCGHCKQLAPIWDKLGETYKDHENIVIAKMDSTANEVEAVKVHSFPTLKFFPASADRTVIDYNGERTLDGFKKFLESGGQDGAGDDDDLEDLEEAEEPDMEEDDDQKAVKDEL
CaV13 FRET inh: Primary screen for inhibitors of IQ motif and Ca2+-dependent inactivation inhibitor domain binding in CACNA1D, Förster resonance energy transfer in living cells, …; HEK cells, CFP/YFP FRET ICDI-IQ, plate reader, 10 min; percent FRET-ratio fall versus neutral wells; inhibition, % at 12.3 µM; hit rate 0.098% among 340,000;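 active means mean replicate inhibition of at least 30% and at least 1% of replicates passing that level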;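 further: 0% = median of the neutral control wells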
Granule exo inh: blocks lytic granule exocytosis. TALL-104 LAMP-1 surface exposure, flow cytometry; cells stimulated with thapsigargin and PMA. inhibition, % at 10 µM. hit rate 0.66% among 360,000;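 active means inhibition above about 55%, limit read from the data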
The depositor's hits bear a star; · = no result given.

SMILES	HTR2A ag	N-glyco inh	MC4R ag barr	ABHD5 PLIN5 PPI	ABCB6 inh MLPCN	H9c2 protect	MC4R antag cAMP	PDI turbidity	CaV13 FRET inh	Granule exo inh
CCN(CC)S(=O)(=O)c1ccc(Cl)c(NC(=O)COC(=O)c2c(C)noc2C)c1	9	-2	-1.2	3	97	-6	-1	-5	-3	8
COc1ccc(C(CCN2CCCCC2)c2c(O)cc(OC)cc2OC)cc1 (stereo unspecified)	-8	0	-1.4	-1	95	2	13	1	-4	5
Cc1cc2nccc(-c3ccccn3)n2n1	-2	4	-2.3	0	97	4	3	7	2	-1
Cc1c(C(=O)N2CCCCC2)c(S(=O)(=O)N2CCC(C)CC2)c(C)n1C	-2	2	-1.3	3	97	-4	-5	4	-6	6
Cc1ccc(C(=O)NCCc2nnc3ccc(SCC(=O)Nc4nnc(C)s4)nn23)cc1	10	1	-1.2	-3	95	14	-3	-20	-3	-6
COCCNC(=O)C(c1cccs1)N(Cc1cccs1)C(=O)Cn1nnc2ccccc21 (stereo unspecified)	-3	-1	-3.1	-2	102	10	3	-4	-1	2
O=C(Cc1ccc(F)cc1)Nc1ccccc1N1CCCC1	-1	-2	1.9	-4	99	-3	2	-4	·	0
CCNC(=S)NNc1nncc2ccccc12	6	2	-2.2	-6	98	6	4	-5	-1	1
CC1(C(=O)NS(=O)(=O)c2ccc(Cl)cc2)CCN1C(=O)Cc1cccc2ccccc12 (stereo unspecified)	-4	1	0.1	2	103	-2	8	-3	-5	2
CS(=O)(=O)NCCNc1ccc(Cl)cc1[N+](=O)[O-]	1	1	-1.4	5	102	-3	5	18	-5	0
Cc1nc(-c2ccccc2)cn2c1nc1ccccc12	-3	4	-2.7	0	112	32	8	6	8	-2
CC(=O)Nc1ccc(S(=O)(=O)NNC(=O)c2ccc([N+](=O)[O-])cc2)cc1	1	-2	-1.5	-1	100	0	-2	-17	2	3
CC(C)(C)OC(=O)N1CCC(C(=O)Nc2cccc(C(=O)NCc3ccccc3)c2)CC1	-1	0	0.5	-3	102	-8	12	-6	-6	-2
CCOC(=O)C(NC(C)=O)(Nc1ccc(S(=O)(=O)Nc2cc(C)nc(C)n2)cc1)C(F)(F)F (stereo unspecified)	4	5	-1.9	-6	92	0	-2	0	-4	1
COc1ccccc1C(=O)NCC(=O)OCc1nnc(-c2ccccc2)o1	1	5	0.8	5	98	6	5	-2	-11	-4
COc1ccc(-n2c(N3CCN(C)CC3)nc3sc4c(c3c2=O)CCCCC4)cc1	-6	-4	-0.6	11	96	11	10	-4	-5	0
COC(=O)C1=C(Nc2ccc(OC)cc2)C=C(C)C(C(=O)OC)C1c1ccc(C)cc1 (stereo unspecified)	-6	-6	-3.4	-1	96	-9	6	0	-4	-2
CNC(=S)N1C2CCCC1CC(NC(=O)c1ccc(F)cc1)C2 (stereo unspecified)	3	0	-0.7	-4	104	9	6	-2	5	-2
COC(=O)c1ccc(NC(=O)c2ccc3nsnc3c2)cc1	-1	-1	-1.0	7	99	-3	5	2	-19	4
Cc1cccc(N2CCN(C(=O)NCc3ccc(F)cc3)CC2)c1C	-5	-3	-0.3	-6	99	1	12	-6	-7	47
CCN(CC)CCCN(Cc1cc2cc3c(cc2[nH]c1=O)OCO3)C(=S)NC	7	0	-0.6	8	90	-1	-1	7	-5	-3
O=C(Oc1ccccc1)N1CCCC1	-8	3	-1.5	9	101	-1	-3	-4	-17	17
O=C(O)/C=C/C(=O)Nc1ccc(N2CCOCC2)nc1N1CCOCC1	6	3	0.6	-3	91	13	18	11	-5	-4
COc1ccc(CCNC(=O)COC(=O)c2cc3ccccc3oc2=O)cc1OC	10	0	-1.9	2	102	7	4	8	-3	-7
COc1cccc(CN(C)C(=O)c2ccc3c(=O)n4c(nc3c2)CCC4)c1	-1	3	-2.0	7	96	8	4	3	-6	1
C/C=C(/C)C(=O)O[C@@H]1c2c(ccc3ccc(=O)oc23)O[C@@H]1C(C)(C)OC(=O)/C(C)=C\C	1	-8	7.5	5	91	-19	7	8	-10	19
Cc1nc(-c2ccc(Cl)cc2)sc1C1(C)CC(c2ccncc2)=NO1 (stereo unspecified)	10	-2	0.6	8	98	-6	14	-1	-6	20
Cc1cc(C(=O)CCC(=O)Nc2cccc(F)c2)c(C)s1	1	1	-0.1	-3	95	0	-7	0	-6	3
COc1ccc(Cl)cc1NC(=O)CSc1nc(=O)n(CCN(C)C)c2c1CCCC2	-7	0	-3.5	-3	94	3	-2	22	-6	-6
CCCc1c(OCCCCc2nn[nH]n2)ccc(C(C)=O)c1O	-7	3	-0.2	-2	105	7	21	-2	-5	-5
C=CCNC(=S)NC(CC(=O)OC)c1ccc2c(c1)OCO2 (stereo unspecified)	-5	-2	-1.4	0	105	-2	-1	1	-4	1
O=C(O)CCCN1C(=O)/C(=C\C(Cl)=C\c2ccccc2)SC1=S	7	18	1.6	-9	99	3	1	-9	-21	3
Cc1coc(=N)n1CC(=O)c1ccc(Cl)cc1	0	0	0.2	-1	100	2	0	5	-5	0
Cc1cccc(N=C2NC(=O)/C(=C/c3cccn3C)S2)c1C	-5	-3	-0.8	-5	99	-2	10	-7	-15	3
CC(NC(=O)CCNC(=O)c1ccccc1Cl)c1ccc(-n2ccnc2)cc1 (stereo unspecified)	2	2	-3.2	1	91	2	8	4	-6	1
O=Cc1ccc(OC(=O)/C=C/c2ccccc2)cc1	7	0	-1.5	0	98	1	-5	-10	-12	18
COc1ccc([N+](=O)[O-])cc1NC(=O)CSc1nccc(C)n1	0	-1	-2.4	-3	97	-1	7	-1	-2	-2
CN(C)c1nc(OCCNC(=O)Nc2ccccc2)nc(N2CCCCC2)n1	0	-1	0.3	4	94	3	3	-11	-3	0
COC(=O)C1=CN(Cc2cccs2)C=C(C(=O)OC)C1c1ccc(OC)cc1OC	-3	-3	-0.6	-1	100	3	4	-5	1	-4
CC(C)(C)NC(=O)C(c1ccc(O)cc1)N(Cc1ccco1)C(=O)CCC(=O)Nc1ccccn1 (stereo unspecified)	-9	0	3.1	-3	97	5	9	-11	-2	1
Cc1ccc(C(=O)NCCCn2ccnc2)o1	2	-1	-0.6	7	102	-1	9	8	-4	-1
CCN(CC(=O)NC(=O)NCc1ccccc1)Cc1ccccc1	6	0	-2.9	4	95	-3	16	-2	·	-2
CCN(CC)CC(=O)c1ccc(-c2ccccc2)cc1	-4	1	-3.0	12	103	7	9	4	-3	16
Cc1cccc(NC(=O)CN2C(=O)CCS(=O)(=O)c3ccccc32)c1C	2	0	0.5	-11	98	1	21	-1	-2	-8
CCCC1(C(=O)OCC)NC(c2ccc(OC)cc2OC)C2C(=O)N(c3ccc4c(c3)OCCO4)C(=O)C21 (stereo unspecified)	3	1	-2.2	0	102	3	-3	8	-4	1
COc1cc(C(=O)NCC(=O)N/N=C(/C)c2cccs2)cc(OC)c1OC	0	2	-1.8	0	101	-3	10	-10	-3	4
CCc1ccc(C2CC3C(CN2S(=O)(=O)c2ccc(C)cc2)[C@@H](O)C[C@@H](c2ccc(CC)cc2)N3S(=O)(=O)c2ccc(C)cc2)cc1 (stereo partly specified)	9	·	·	-6	·	·	·	·	-6	0
NC(=O)c1ccc(C(F)(F)F)n(Cc2ccc(Cl)cc2)c1=O	0	-5	3.9	-4	95	-9	-3	7	-9	-1
CN(Cc1cn(Cc2ccc(C(F)(F)F)cc2)nn1)C1CN(Cc2cn(Cc3ccc(C(F)(F)F)cc3)nn2)S(=O)(=O)C1 (stereo unspecified)	1	·	·	2	90	·	·	·	·	10
Cc1cc(-c2n[nH]c(=S)n2/N=C/C=C/c2ccco2)n[nH]1	-1	-4	-0.8	-4	102	6	3	4	-19	9
CCCCN1C(=O)C(O)(c2ccccc2)c2cc(Br)ccc21 (stereo unspecified)	2	-4	-0.9	-9	89	-7	-1	-4	-3	10
O=[N+]([O-])c1cccc2c(N3CCOCC3)ccnc12	4	3	-1.6	2	97	-10	-12	12	-1	2
Cc1ccccc1C(=O)NCCCNC(=O)c1ccccc1C	-5	0	-2.3	-6	100	0	-2	3	-5	-2
CN(C)CCCNC(=O)/C(=C/c1ccc(-c2ccc([N+](=O)[O-])cc2)o1)NC(=O)c1ccccc1	-3	-9	-1.8	4	127	4	-15	1	-7	10
C=CCOc1ccc(/C=C/C(=O)OCC(=O)NCc2cccc(OC)c2)cc1	3	0	28*	13	94	-10	3	7	-16	3
Oc1ccc(Cl)cc1CNCc1ccc(F)cc1	-2	-1	4.3	3	95	-3	7	-1	-4	-4
COc1cc2c(cc1OC)-c1cc3ccc4c(c3c[n+]1CC2)OCO4	2	-1	0.8	-14	290	6	-26	4	-6	-7
CC(C)NS(=O)(=O)c1ccc(CCC(=O)NCc2ccco2)cc1	-3	2	-2.1	0	100	-1	6	3	-3	2
CC1(C)CC(Nc2ccc(Nc3ccccc3)cc2)CC(C)(C)N1	-4	-3	-2.9	9	99	11	-13	-13	-21	83*
NC(=O)Cn1c(=O)n(CCC(=O)Nc2ccc(F)cc2)c(=O)c2sccc21	2	1	-1.8	0	102	9	3	-4	-3	-1

3 entries from above in a different format.
Order of results: HTR2A ag, N-glyco inh, MC4R ag barr, ABHD5 PLIN5 PPI, ABCB6 inh MLPCN, H9c2 protect, MC4R antag cAMP, PDI turbidity, CaV13 FRET inh, Granule exo inh
> Cc1cc(C(=O)CCC(=O)Nc2cccc(F)c2)c(C)s1
 : 1, 1, -0.1, -3, 95, 0, -7, 0, -6, 3
> COc1ccc(Cl)cc1NC(=O)CSc1nc(=O)n(CCN(C)C)c2c1CCCC2
 : -7, 0, -3.5, -3, 94, 3, -2, 22, -6, -6
> CCCc1c(OCCCCc2nn[nH]n2)ccc(C(C)=O)c1O
 : -7, 3, -0.2, -2, 105, 7, 21, -2, -5, -5

More records.
SMILES	HTR2A ag	N-glyco inh	MC4R ag barr	ABHD5 PLIN5 PPI	ABCB6 inh MLPCN	H9c2 protect	MC4R antag cAMP	PDI turbidity	CaV13 FRET inh	Granule exo inh
Cn1cncc1C#Cc1c(-c2ccsc2)sc2ccccc12	-7	-1	0.2	4	96	-8	2	-3	-9	-1
CCn1c(=O)c(C(=O)Nc2ccccc2)c(O)c2ccccc21	3	3	0.8	3	90	6	-3	-5	-2	19
Cc1cccc(NC(=O)CCc2c(C)nn(-c3ccc(N4CCCCC4)nn3)c2C)c1	-3	1	-2.5	2	97	3	11	3	-7	6
CN(c1cccc(NS(=O)(=O)c2cccs2)c1)S(C)(=O)=O	2	0	1.5	1	93	-2	-2	-9	·	1
Cn1cnnc1SC(C(=O)Nc1ccc(F)cc1)c1ccccc1 (stereo unspecified)	0	0	-1.1	2	103	7	13	1	-5	-8
O=C(c1cc(COc2cccc(C(F)(F)F)c2)on1)N1C[C@@H]2CCC[C@H]1C2	9	·	6.0	-4	104	-17	-6	-5	-10	1
CC(=O)NC1CC2CCCC(C1)N2C(=O)Nc1ccc(Cl)c(C(F)(F)F)c1 (stereo unspecified)	-6	3	-0.2	2	94	-3	1	-2	-3	-10
CCOc1ccc(/C=C(/NC(=O)c2ccccc2Cl)C(=O)O)cc1	6	-1	-1.1	1	112	5	2	-10	-6	0

Assay outcomes: PubChem BioAssay, several laboratories
